# From PubChem BioAssay
# NSD2 block – inhibitors of human NSD2, primary screen, biochemical, plate reader, single point. Histone-lysine N-methyltransferase NSD2 (Homo sapiens), O96028. NSD2-SET H3K36me1 DELFIA fluorescence. inhibition, % at 12.5 µM. 44,000 compounds, 0.07% hits. AID 624260, 2012; in the data active means inhibition above about 54%, passing the limit was not always enough; inconclusive means no clear call, values can overlap the other calls;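 further: inhibitors reduce the monomethyl H3K36 fluorescence signal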
# Target sequence (O96028 whole entry, looked up): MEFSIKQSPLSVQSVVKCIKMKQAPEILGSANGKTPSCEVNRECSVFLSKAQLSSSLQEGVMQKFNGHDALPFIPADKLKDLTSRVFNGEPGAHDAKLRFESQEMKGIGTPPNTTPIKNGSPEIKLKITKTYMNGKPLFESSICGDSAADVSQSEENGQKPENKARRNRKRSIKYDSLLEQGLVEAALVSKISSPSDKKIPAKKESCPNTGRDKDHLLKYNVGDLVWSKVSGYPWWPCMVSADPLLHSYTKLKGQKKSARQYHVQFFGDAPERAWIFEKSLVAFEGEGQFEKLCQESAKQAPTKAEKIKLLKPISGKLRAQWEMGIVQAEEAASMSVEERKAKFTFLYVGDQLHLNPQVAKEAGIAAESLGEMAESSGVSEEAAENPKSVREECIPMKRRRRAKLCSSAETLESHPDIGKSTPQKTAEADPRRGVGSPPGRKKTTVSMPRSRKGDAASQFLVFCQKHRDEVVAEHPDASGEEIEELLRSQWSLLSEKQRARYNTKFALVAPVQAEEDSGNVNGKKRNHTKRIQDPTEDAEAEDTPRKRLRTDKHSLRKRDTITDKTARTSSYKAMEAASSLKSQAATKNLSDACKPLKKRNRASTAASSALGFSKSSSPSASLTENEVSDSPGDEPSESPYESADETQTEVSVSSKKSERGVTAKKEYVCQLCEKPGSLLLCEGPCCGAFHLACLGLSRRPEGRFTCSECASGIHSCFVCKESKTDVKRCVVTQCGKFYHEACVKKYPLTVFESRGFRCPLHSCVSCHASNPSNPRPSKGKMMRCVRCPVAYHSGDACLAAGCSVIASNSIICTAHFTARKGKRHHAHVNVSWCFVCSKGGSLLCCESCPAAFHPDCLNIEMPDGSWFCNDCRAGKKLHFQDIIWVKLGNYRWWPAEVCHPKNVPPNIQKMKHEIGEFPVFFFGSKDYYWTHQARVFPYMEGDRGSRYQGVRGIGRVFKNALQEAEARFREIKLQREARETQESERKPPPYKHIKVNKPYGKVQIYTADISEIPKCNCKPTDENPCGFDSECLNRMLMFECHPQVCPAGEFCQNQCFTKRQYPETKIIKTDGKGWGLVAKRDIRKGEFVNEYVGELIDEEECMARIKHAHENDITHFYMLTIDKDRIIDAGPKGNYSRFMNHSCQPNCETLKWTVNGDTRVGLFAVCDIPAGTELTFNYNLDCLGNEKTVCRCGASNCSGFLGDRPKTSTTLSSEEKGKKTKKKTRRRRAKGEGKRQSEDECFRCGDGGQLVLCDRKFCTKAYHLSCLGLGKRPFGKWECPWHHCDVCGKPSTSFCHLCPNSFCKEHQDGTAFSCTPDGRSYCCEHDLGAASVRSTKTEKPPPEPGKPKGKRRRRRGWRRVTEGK
# An asterisk follows results filed as active; i = inactive; u = inconclusive.
SMILES,NSD2 block
C[C@@H]1CCCCO[C@H](CN(C)C(=O)C2CCCCC2)[C@@H](C)CN([C@H](C)CO)C(=O)c2cc(N(C)C)ccc2O1,u
C[C@H](CO)N1C[C@H](C)[C@H](CN(C)S(C)(=O)=O)Oc2ccc(NS(=O)(=O)c3cccs3)cc2C1=O,-3
C[C@H]1CN([C@@H](C)CO)C(=O)Cc2cc(NC(=O)Cc3cn(C)c4ccccc34)ccc2O[C@H]1CN(C)C,0
COC(=O)c1cn(CC(=O)N2CCC3(CC2)C(=O)NCN3c2ccccc2)nn1,7
C[C@@H]1CN([C@H](C)CO)C(=O)c2cccc(NS(=O)(=O)c3cn(C)cn3)c2O[C@H]1CN(C)C(=O)Nc1cccc2ccccc12,2
Oc1cc2c(c(Cl)c1O)CCNC[C@@H]2c1ccccc1,4
COc1ccc(S(=O)(=O)N(C)C[C@H]2Oc3c(NC(=O)c4cnccn4)cccc3C(=O)N([C@H](C)CO)C[C@@H]2C)cc1,-3
CC(C)CC#Cc1ccc2c(c1)O[C@@H](CN(C)C(=O)c1cccc(F)c1)[C@H](C)CN([C@@H](C)CO)S2(=O)=O,3
C[C@H](CO)N1C[C@H](C)[C@H](CN(C)C(=O)Nc2ccccc2)OCCCC[C@H](C)Oc2ccc(NC(=O)Cc3ccccc3)cc2C1=O,-10
COc1ccc([Si](C)(C)[C@@H]2[C@@H](CCn3cc(CCO)nn3)O[C@]3(C(=O)N(Cc4ccc(N5CCOC5=O)cc4)c4ccccc43)[C@H]2C)cc1,-4
COCC(=O)N(C)C[C@@H]1Oc2ncc(C#Cc3ccc(F)cc3)cc2C(=O)N([C@H](C)CO)C[C@H]1C,0
C[C@H]1CN([C@@H](C)CO)C(=O)c2cccc(NC(=O)c3ccncc3)c2O[C@H]1CN(C)Cc1ccc(Oc2ccccc2)cc1,-4
C[C@@H]1CN([C@@H](C)CO)C(=O)c2cc(NC(=O)NC3CCCCC3)ccc2O[C@@H]1CN(C)Cc1ccc2c(c1)OCO2,-5
CNC[C@@H]1Oc2ncc(C#CC3(O)CCCC3)cc2C(=O)N([C@@H](C)CO)C[C@H]1C,-2
CCO[C@@H]1OC(C(=O)N2CCN(Cc3ccccc3)CC2)=C[C@H](c2ccc3c(c2)OCO3)[C@H]1CCCO,5
C[C@@H]1CN([C@H](C)CO)C(=O)c2cc(NS(=O)(=O)c3ccccc3)ccc2O[C@@H](C)CCCCO[C@H]1CN(C)C(=O)NC1CCCCC1,-7
COC(=O)C[C@H]1C[C@H]2c3cc(NC(=O)Nc4ccccc4F)ccc3O[C@H]2[C@H](CO)O1,-2
O=C(N/N=C/c1ccc(O)c(O)c1O)c1ccccc1O,7
CSc1cc(-c2nccs2)[nH]n1,10
CC(C)C#Cc1ccc2c(c1)O[C@@H](CN(C)C(=O)c1cnccn1)[C@H](C)CN([C@H](C)CO)S2(=O)=O,0
CC(C)(C)/C=N/NC(=O)CCCCCCC(=O)O,-6
O=C(NO)c1cccc(C(=O)N/N=C/c2cc(Br)c(O)c(Br)c2)c1,-1
COCC#Cc1ccc2c(c1)O[C@@H](CN(C)C(=O)Nc1ccccc1F)[C@H](C)CN([C@H](C)CO)S2(=O)=O,0
Cc1noc(C)c1NC(=O)Nc1cccc2c1O[C@@H](CN(C)CC1CCCCC1)[C@H](C)CN([C@@H](C)CO)C2=O,6
COCC(=O)N(C)C[C@H]1Oc2ncc(-c3cccc(OC)c3)cc2C(=O)N([C@@H](C)CO)C[C@@H]1C,3
COc1ccc(S(=O)(=O)N(C)C[C@@H]2Oc3ccc(NS(C)(=O)=O)cc3CC(=O)N([C@H](C)CO)C[C@@H]2C)cc1,6
C[C@H]1CN([C@@H](C)CO)C(=O)c2cccc(NC(=O)C3CCCCC3)c2O[C@@H]1CN(C)S(=O)(=O)c1ccc(Cl)cc1,-3
CC(C)NC(=O)Nc1ccc2c(c1)C(=O)N([C@H](C)CO)C[C@H](C)[C@H](CN(C)C(=O)CCC(F)(F)F)OCCCC[C@H](C)O2,-1
C[C@H]1[C@H](C)CC[C@]2(C(=O)O)CC[C@]3(C(=O)O)C(=CCC4[C@@]5(C)CC[C@H](O[C@@H]6O[C@@H](C)[C@H](O)[C@@H](O)[C@H]6O)C(C)(C)C5CC[C@]43C)[C@H]12 (stereo partly specified),6
C[C@H]1CN([C@@H](C)CO)C(=O)CCCn2cc(nn2)CO[C@@H]1CN(C)Cc1ccc(Oc2ccccc2)cc1,-1

# Some of the entries above in another layout:
SMILES	NSD2 block
O=C(NO)c1cccc(C(=O)N/N=C/c2cc(Br)c(O)c(Br)c2)c1	-1
COCC#Cc1ccc2c(c1)O[C@@H](CN(C)C(=O)Nc1ccccc1F)[C@H](C)CN([C@H](C)CO)S2(=O)=O	0
Cc1noc(C)c1NC(=O)Nc1cccc2c1O[C@@H](CN(C)CC1CCCCC1)[C@H](C)CN([C@@H](C)CO)C2=O	6
COCC(=O)N(C)C[C@H]1Oc2ncc(-c3cccc(OC)c3)cc2C(=O)N([C@@H](C)CO)C[C@@H]1C	3
COc1ccc(S(=O)(=O)N(C)C[C@@H]2Oc3ccc(NS(C)(=O)=O)cc3CC(=O)N([C@H](C)CO)C[C@@H]2C)cc1	6
C[C@H]1CN([C@@H](C)CO)C(=O)c2cccc(NC(=O)C3CCCCC3)c2O[C@@H]1CN(C)S(=O)(=O)c1ccc(Cl)cc1	-3

# (more compounds)
SMILES,NSD2 block
CC(C)NC(=O)Nc1ccc2c(c1)CC(=O)N([C@H](C)CO)C[C@H](C)[C@H](CN(C)Cc1ccc(C(F)(F)F)cc1)O2,-7
COC(=O)CSc1nc(-c2ccc(F)cc2)[nH]c1-c1ccc(C)cc1,-3
Cc1ccc(-c2ccc3c(c2)O[C@H](CN(C)C(=O)C2CCC2)[C@H](C)CN([C@H](C)CO)S3(=O)=O)cc1,-10
CC(=O)N(C)C[C@H]1Oc2cc(-c3cncnc3)ccc2S(=O)(=O)N([C@@H](C)CO)C[C@H]1C,-3
C[C@@H]1CCCCO[C@H](CN(C)C(=O)CCC(F)(F)F)[C@H](C)CN([C@@H](C)CO)C(=O)c2cc(NS(=O)(=O)c3ccc(F)cc3)ccc2O1,-9
CC(C)NC(=O)N(C)C[C@H]1Oc2ccc(NC(=O)CCC(F)(F)F)cc2C(=O)N([C@@H](C)CO)C[C@@H]1C,3
C[C@H]1CN([C@@H](C)CO)C(=O)c2cc(-c3cccc(C#N)c3)cnc2O[C@@H]1CN(C)C(=O)c1cnccn1,6
C[C@H](CO)N1C[C@H](C)[C@H](CN(C)C(=O)Nc2ccc(F)cc2)Oc2ccc(NC(=O)Cc3ccccc3)cc2C1=O,1
CC(C)CC#Cc1ccc2c(c1)O[C@H](CN(C)C(=O)c1ccccc1)[C@@H](C)CN([C@H](C)CO)S2(=O)=O,3
C[C@@H]1CCCCO[C@H](CN(C)C(=O)c2ccncc2)[C@H](C)CN([C@@H](C)CO)C(=O)c2cc(NC(=O)c3ccncc3)ccc2O1,1

# The last 2 entries of the section before come first, to join the parts:
SMILES,NSD2 block
CC(C)CC#Cc1ccc2c(c1)O[C@H](CN(C)C(=O)c1ccccc1)[C@@H](C)CN([C@H](C)CO)S2(=O)=O,3
C[C@@H]1CCCCO[C@H](CN(C)C(=O)c2ccncc2)[C@H](C)CN([C@@H](C)CO)C(=O)c2cc(NC(=O)c3ccncc3)ccc2O1,1
COc1ccc(NC(=O)Nc2ccc3c(c2)C(=O)N([C@H](C)CO)C[C@H](C)[C@@H](CN(C)C(=O)Nc2ccc4c(c2)OCO4)OCCCC[C@@H](C)O3)cc1,7
C[C@H](CO)N1C[C@H](C)[C@H](CN(C)CC2CC2)OCc2ccccc2-c2c(n(C)c3ccccc23)C1=O,3
C[C@@H]1CN([C@@H](C)CO)C(=O)c2cccc(NC(=O)C3CC3)c2O[C@@H]1CN(C)C(=O)NC1CCCCC1,i
COc1ccc(-c2cnc3c(c2)C(=O)N([C@H](C)CO)C[C@@H](C)[C@H](CN(C)C(=O)Cc2ccccc2)O3)cc1,3
COc1ccc(CN(C)C[C@@H]2Oc3c(NC(=O)NC(C)C)cccc3C(=O)N([C@H](C)CO)C[C@@H]2C)cc1,-8
Cc1ccc(S(=O)(=O)Nc2ccc3c(c2)CC(=O)N([C@@H](C)CO)C[C@H](C)[C@@H](CN(C)C(=O)Nc2ccc4c(c2)OCO4)O3)cc1,-4
C[C@@H]1CCCCO[C@H](CN(C)C(=O)C2CCCCC2)[C@@H](C)CN([C@H](C)CO)C(=O)c2cc(NC(=O)CCCCCC(=O)Nc3ccccc3N)ccc2O1,-2
Cc1noc(C)c1S(=O)(=O)N(C)C[C@@H]1OCCCC[C@@H](C)Oc2ccc(NC(=O)Nc3cccc4ccccc34)cc2C(=O)N([C@H](C)CO)C[C@H]1C,6
COc1ccc(NC(=O)Nc2ccc3c(c2)[C@@H]2C[C@@H](CC(=O)NCC(F)(F)F)O[C@@H](CO)[C@@H]2O3)cc1,6
C[C@H](CO)N1C[C@H](C)[C@H](CN(C)C(=O)Nc2ccc3c(c2)OCO3)Oc2ccc(NC(=O)CCCCCC(=O)Nc3ccccc3N)cc2CC1=O,-4
C[C@H](CO)N1C[C@H](C)[C@@H](CN(C)Cc2cncnc2)Oc2cc(-c3cccnc3)ccc2S1(=O)=O,1
O=C(NO)c1ccc(C(=O)N/N=C/c2ccc3ccccc3c2)cc1,62*
C[C@H](CO)N1C[C@H](C)[C@@H](CN(C)C)Oc2ccc(NS(=O)(=O)c3ccc(F)cc3)cc2C1=O,2
C[C@@H]1CCCCO[C@H](CN(C)C(=O)CCCN(C)C)[C@@H](C)CN([C@H](C)CO)C(=O)c2cc(NC(=O)CCC(F)(F)F)ccc2O1,11
C[C@@H]1CN([C@H](C)CO)C(=O)c2cc(NC(=O)Nc3ccc(C(F)(F)F)cc3)ccc2O[C@@H](C)CCCCO[C@@H]1CN(C)CC1CCCCC1,4
COc1ccc(S(=O)(=O)N(C)C[C@H]2Oc3ncc(/C=C/c4ccccc4)cc3C(=O)N([C@@H](C)CO)C[C@@H]2C)cc1,4
O=C1OC(OC(=O)c2cccnc2Nc2cccc(C(F)(F)F)c2)c2ccccc21 (stereo unspecified),8
CC(C)C#Cc1ccc2c(c1)O[C@H](CN(C)C)[C@H](C)CN([C@@H](C)CO)S2(=O)=O,4
C=CCOC(=O)[C@H]1[C@@H]2C(=O)O[C@@H](c3ccccc3)[C@@H](c3ccccc3)N2[C@@H](c2ccc(OCCOC(=O)[C@@H]3C[C@@H]4C(=O)NCC(=O)N4[C@@H]3c3ccc(O)cc3)cc2)[C@]12C(=O)Nc1ccc(I)cc12,4
Cc1ccc(S(=O)(=O)Nc2ccc3c(c2)C(=O)N([C@@H](C)CO)C[C@H](C)[C@@H](CN(C)S(C)(=O)=O)O3)cc1,4
C[C@@H]1CN([C@@H](C)CO)C(=O)Cc2cc(NC(=O)Cc3cn(C)c4ccccc34)ccc2O[C@@H]1CN(C)S(C)(=O)=O,4
O=C(N/N=C/c1ccc(F)cc1)c1ccccn1,2
C[C@H](CO)N1C[C@H](C)[C@H](CN(C)S(=O)(=O)c2cn(C)cn2)Oc2ncc(-c3ccccc3)cc2C1=O,-2
Cc1ccc(C2SCC(C(=O)O)N2C(=O)c2cccc(Cl)c2)cc1 (stereo unspecified),-4
Cc1noc(C)c1NC(=O)N[C@@H]1C=C[C@@H](CC(=O)NCc2ccc(Cl)c(Cl)c2)O[C@@H]1CO,-2
O=C(CCCCCCC(=O)Nc1ccccc1O)N/N=C/c1ccc(O)c(O)c1O,15
CC(C)C#Cc1cnc2c(c1)C(=O)N([C@@H](C)CO)C[C@@H](C)[C@H](CN(C)C(=O)c1cccc(F)c1)O2,2
Cc1noc(C)c1NC(=O)N(C)C[C@H]1Oc2c(NS(=O)(=O)c3ccccc3)cccc2C(=O)N([C@H](C)CO)C[C@H]1C,3
CC(C)NC(=O)N(C)C[C@@H]1Oc2ccc(NC(=O)Nc3ccccc3)cc2C(=O)N([C@H](C)CO)C[C@@H]1C,8
C[C@@H]1CN([C@@H](C)CO)C(=O)c2ccccc2-c2ccccc2CO[C@@H]1CN(C)S(=O)(=O)c1ccc(Cl)cc1,-3
C[C@H]1CN([C@@H](C)CO)C(=O)c2cc(NS(=O)(=O)c3ccc(F)cc3)ccc2O[C@H]1CN(C)Cc1ccc(C(F)(F)F)cc1,-6
C[C@@H]1CN([C@@H](C)CO)C(=O)c2cc(C#Cc3ccc(F)cc3)cnc2O[C@@H]1CN(C)C(=O)Nc1ccc(F)cc1,-9
C[C@@H]1CN([C@H](C)CO)S(=O)(=O)c2ccc(-c3cccc(C#N)c3)cc2O[C@@H]1CN(C)C(=O)c1ccccc1,-1
COc1ccc(S(=O)(=O)N(C)C[C@@H]2Oc3ncc(-c4ccc(F)cc4)cc3C(=O)N([C@H](C)CO)C[C@@H]2C)cc1,3
C[C@H](CO)N1C[C@H](C)[C@H](CN(C)Cc2ccc(-c3ccccc3)cc2)Oc2ccc(NS(C)(=O)=O)cc2C1=O,0
Cc1noc(C)c1NC(=O)N(C)C[C@@H]1Oc2ncc(C#CC3CCCCC3)cc2C(=O)N([C@@H](C)CO)C[C@H]1C,8
C[C@H]1CN([C@@H](C)CO)C(=O)Cc2cc(NS(=O)(=O)c3cccs3)ccc2O[C@@H]1CN(C)C(=O)Nc1cccc2ccccc12,0
C[C@H](CO)N1C[C@H](C)[C@H](CN(C)C(=O)C2CCOCC2)Oc2cc(-c3ccc(C(=O)N(C)C)cc3)ccc2S1(=O)=O,4
C[C@@H]1CCCCO[C@@H](CN(C)S(=O)(=O)c2ccccc2)[C@H](C)CN([C@@H](C)CO)C(=O)c2cc(NS(=O)(=O)c3cccs3)ccc2O1,17
Cc1ccc(S(=O)(=O)Nc2ccc3c(c2)C(=O)N([C@H](C)CO)C[C@@H](C)[C@H](CN(C)C(=O)NC(C)C)OCCCC[C@@H](C)O3)cc1,-9

# These rows are one share of the data (hit frequency here may not be typical).
